APJ agonist: agonists of human apelin receptor APJ, primary screen, CHO-K1 cells, PathHunter beta-arrestin, luminescence. P35414. 330,000 tested, 0.11% active. 0% DMSO wells, 100% apelin. activation, % at 20 µM;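 active = activation more than six SD over the plate average, tested at 20 µM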;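 note: 0% = DMSO alone and 100% = apelin-13 at 10 nM; some results filed as inactive read as strong as hits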
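Assay system: CHO-K1 cells stably expressing ProLink-tagged human APJ and arrestin–beta-gal acceptor. Compound dosing: 20 µM single point, 1% DMSO. Times: 16-18 h seeding, 90 min dark compound exposure, 60 min detection. Detection: beta-gal luminescence. Evaluation: APJ–arrestin association signal. Controls: negative DMSO alone, positive Apelin-13 at 10 nM.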
UPR CHOP act: activators of apoptotic CHOP UPR arm, primary screen, cell-based, CHO-CHOP luciferase reporter, luminescence, uHTS | UPR activation; percent of tunicamycin response over DMSO baseline | activation, % at 10 µM | 330,000 tested, 0.34% active | AID 449763, 2010;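 active = at 10 µM dose, activation of 40% or more, normalized to positive control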;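 note: 100% = tunicamycin at 10 µg/mL and 0% = DMSO alone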
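Material: CHO-CHOP cells, stable luciferase reporter of PERK-eIF2a-CHOP signalling; quantity: 500 reporter cells seeded per well; buffer or medium: F12 medium containing 10% fetal bovine serum; compound: one dose, 10 µM in 0.5% DMSO; incubation: 6 h compound treatment, 37 °C; measured by: Steady-Glo luciferase luminescence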
Mdm2 MdmX PPI: inhibitors of human Mdm2-MdmX association, primary screen, cell-based, luminescence, split luciferase, SaOS-2, uHTS; Protein Mdm4 (Homo sapiens) + E3 ubiquitin-protein ligase Mdm2 (Homo sapiens), …; AID 485346, 2010; inhibition, % at 8 µM; SaOS-2 split-luciferase Mdm2/MdmX complementation; 330,000 tested, 3% active;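 active = inhibition of at least 50% at 8 µM in the primary screen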
Target sequence (O15151 whole entry, looked up): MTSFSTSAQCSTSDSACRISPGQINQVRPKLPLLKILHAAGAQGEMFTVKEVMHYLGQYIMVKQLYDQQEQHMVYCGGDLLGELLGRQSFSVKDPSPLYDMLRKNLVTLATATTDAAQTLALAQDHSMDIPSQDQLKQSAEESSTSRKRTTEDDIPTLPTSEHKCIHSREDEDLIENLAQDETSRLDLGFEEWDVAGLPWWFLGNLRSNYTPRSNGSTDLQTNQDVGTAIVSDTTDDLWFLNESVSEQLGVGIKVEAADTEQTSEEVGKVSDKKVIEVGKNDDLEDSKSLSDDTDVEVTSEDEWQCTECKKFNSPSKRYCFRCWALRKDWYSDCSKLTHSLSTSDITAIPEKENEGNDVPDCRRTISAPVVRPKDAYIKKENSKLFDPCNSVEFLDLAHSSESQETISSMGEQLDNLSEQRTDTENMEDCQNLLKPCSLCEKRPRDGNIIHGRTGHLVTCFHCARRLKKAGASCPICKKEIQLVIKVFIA
Target sequence (Q00987 whole entry, looked up): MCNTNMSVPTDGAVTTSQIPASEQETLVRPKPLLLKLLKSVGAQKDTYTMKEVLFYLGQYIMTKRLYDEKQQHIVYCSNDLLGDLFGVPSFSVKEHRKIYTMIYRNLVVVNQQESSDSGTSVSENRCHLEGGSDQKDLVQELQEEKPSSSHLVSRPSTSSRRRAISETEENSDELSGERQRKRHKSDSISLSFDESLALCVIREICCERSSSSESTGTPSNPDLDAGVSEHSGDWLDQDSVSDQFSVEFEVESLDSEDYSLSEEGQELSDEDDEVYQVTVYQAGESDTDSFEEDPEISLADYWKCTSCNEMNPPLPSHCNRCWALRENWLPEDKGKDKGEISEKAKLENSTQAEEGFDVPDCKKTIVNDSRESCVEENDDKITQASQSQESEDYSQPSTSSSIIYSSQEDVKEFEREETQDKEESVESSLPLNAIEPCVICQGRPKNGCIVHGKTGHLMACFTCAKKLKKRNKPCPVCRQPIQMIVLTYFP
697 NFkB inh: inhibitors of PMA/ionomycin-induced NF-kB reporter, 697 cells, primary screen, B-cell NF-kB inhibitor project, cell-based, luminescence, uHTS | 697 B-cell NF-kB luciferase reporter, 16 h | inhibition, % at 4 µM | 330,000 tested, 0.33% active; in the data active = inhibition above about 35%
tim23-1 inh: growth inhibitors of tim23-1 mutant yeast, primary screen, luminescence, uHTS. S. cerevisiae tim23-1 growth, BacTiter-Glo luminescence, 24 h. inhibition, % at 20 µM. 330,000 tested, 1.3% active. AID 463212, 2010;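 active = growth inhibition of the mutant yeast at or above 50%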;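 note: temperature-sensitive mutant grown at 25 °C; plate controls were DMSO-treated mutant yeast for no effect and medium wells lacking yeast for full effect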
APJ antagonist: antagonists of human apelin receptor APJ, primary screen, CHO-K1 cells, beta-arrestin complementation, luminescence. AID 2521, 2010. 330,000 tested, 0.32% active. inhibition, % at 20 µM. P35414;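 active = inhibition above about 40% at 20 µM, limit read from the data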;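 note: cells challenged with 10 nM apelin-13 agonist together with compound; plate controls were apelin-13 plus DMSO wells for no effect and DMSO wells lacking apelin-13 for full effect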
Jurkat NFkB inh: inhibitors of induced NF-kB luciferase reporter, primary screen, TCR NF-kB activation inhibitor project, cell-based, luminescence, uHTS; AID 435003, 2010; Jurkat, PMA/ionomycin-induced NF-kB luciferase reporter; inhibition, % at 4 µM; 330,000 tested, 0.53% active; in the data active = inhibition above about 50%
UPR XBP1 act: activators of adaptive XBP1 UPR arm, primary screen, cell-based, CHO-XBP1 luciferase reporter, luminescence, uHTS; IRE1-XBP1 UPR activation; percent of tunicamycin response, DMSO as zero; activation, % at 20 µM; 330,000 tested, 0.33% active;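 active = versus positive control, 20 µM dose yields 30% or more activation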;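 note: 100% = tunicamycin at 10 µg/mL and 0% = DMSO only wells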
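Material: IRE1-XBP1 luciferase reporter CHO line / Quantity: one thousand reporter cells per well / Buffer or medium: F12 with 10% serum / Compound: 20 µM single concentration, DMSO 1% / Times: 6 h treatment, 37 °C / Detection: Steady-Glo luciferase glow luminescence, 10 min after reagent addition / Benchmarks: tunicamycin high, DMSO low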
* hit, by the source's call; · = not tested or not shown. Outcome played no part in choosing rows; overall some 5% were active at least once.

mol	APJ agonist	UPR CHOP act	Mdm2 MdmX PPI	697 NFkB inh	tim23-1 inh	APJ antagonist	Jurkat NFkB inh	UPR XBP1 act
COc1ccc2nc(NC(=O)Nc3cccc4ccccc34)sc2c1	1.0	6.0	32.4	-56.8	-2.8	-21.7	-18.2	8.8
CCCS(=O)(=O)N1CCCC(C(=O)NCCCN(CC)c2cccc(C)c2)C1 (configuration not stated)	0.4	-4.3	-6.7	-2.6	25.8	-3.2	-16.6	-8.1
COc1ccc(/C=C(\C#N)C(=O)OCC(=O)Nc2c(C)cccc2C)cc1	-0.2	1.3	6.8	-2.2	-4.9	8.5	-0.4	0.6
CCCCNC(=O)c1nn2cc(Br)cnc2c1Br	-2.7	1.4	3.9	2.5	5.9	0.2	15.3	-0.9
CCOc1ccc(S(=O)(=O)NNS(=O)(=O)c2ccc(C)cc2C)cc1	-3.3	-0.9	9.6	4.5	15.0	-3.8	-10.2	3.2
Cc1cc(NC(=O)c2cc(-c3ccccn3)nc3ccc(Br)cc23)no1	-0.1	58.4*	66.4*	-8.4	-12.5	27.9	3.6	34.1*
FC(F)(F)c1cc(-c2cccs2)nc(N2CCOCC2)n1	-2.3	0.8	33.6	-5.8	26.9	10.6	6.8	-0.3
COc1ccc(N(CC(=O)NC2CCCCC2)C(=O)CNC(=O)c2ccco2)cc1	-2.4	-1.0	5.3	5.3	2.2	0.3	-6.8	-0.1
O=C(CNCc1ccccc1Cl)Nc1ccc2c(c1)OCCO2	-2.1	0.8	-93.4	-49.9	18.8	2.6	-89.7	0.8
O=C(CSc1nnc(-c2cccnc2)n1-c1ccc(F)cc1)NCc1ccc2c(c1)OCO2	-6.3	0.2	6.7	-37.0	7.2	-4.3	-18.8	-0.7
CCCc1c(C)nc(N2CCN(c3ccc(F)cc3)CC2)[nH]c1=O	4.1	0.1	16.2	-19.3	9.8	6.1	6.9	-5.8
COc1ccc2nc(SCC(=O)Nc3ccc4c(c3)OCCO4)[nH]c2c1	-2.3	-2.8	11.7	-3.8	2.0	-15.5	-20.1	-5.0
COc1cc(/C=C/C(=O)Nc2cc(S(=O)(=O)N3CCOCC3)ccc2N2CCCC2)cc(OC)c1OC	-0.5	2.0	21.0	25.6	9.3	3.4	3.7	0.9
COc1ccc(-c2noc(CSc3nc(N)cc(=O)[nH]3)n2)cc1	0.6	-1.4	17.8	-32.8	6.3	-4.5	1.7	-0.4
C[C@H](CO)N1C[C@H](C)[C@H](CN(C)CC2CCCCC2)Oc2ccc(NS(=O)(=O)c3ccc(F)cc3)cc2CC1=O	-2.5	2.2	45.1	10.9	7.0	-15.6	7.3	-2.1
CCNC(=S)SCCOc1ccccc1C	-0.6	-2.0	-2.4	-24.0	38.4	25.1	0.2	-2.0
O=C(c1cc(-c2cccc(O)c2)on1)N1CCOCC1	-2.7	2.3	-46.1	-98.8	10.1	-6.9	-116.1	-3.1
Cn1cc(-c2ccccc2C(=O)O)c(=O)c2ccccc21	-3.2	0.1	18.9	1.6	2.8	9.5	14.2	9.0
NC(=O)c1ccc(C(=O)c2ccc([N+](=O)[O-])cc2)cc1	5.7	1.4	18.2	13.8	29.2	-6.8	9.7	1.5
COCCCNc1nc(N)c([N+](=O)[O-])c(NCc2ccccc2)n1	-2.2	-2.0	25.9	5.0	18.4	-6.6	-2.5	6.3
Cc1c(NC(=O)C2CCN(S(=O)(=O)c3ccccc3)CC2)c(=O)n(-c2ccccc2)n1C	-0.1	-1.8	-31.5	6.6	11.3	5.0	-15.4	-4.9
O=C(c1ccco1)N1CCCN(Cc2nc(-c3cccs3)no2)CC1	-1.9	-0.8	8.3	4.3	7.4	-6.5	-0.4	-1.5
Cc1ccsc1C(=O)NC(C)c1ccccc1 (configuration not stated)	0.4	-0.1	18.3	25.2	-16.8	12.3	-7.2	-0.5
CC(C)(C)c1csc(NC(=O)Cc2ccc(S(=O)(=O)N3CCOCC3)s2)n1	6.2	2.6	27.0	-15.8	34.4	1.0	-0.4	-0.2
O=C1Nc2ccccc2C1(c1ccccc1)c1ccccc1	-1.1	-2.4	4.0	-6.9	11.4	15.1	4.9	0.5

Individual results from the results shown:
COCCCNc1nc(N)c([N+](=O)[O-])c(NCc2ccccc2)n1 @ Jurkat NFkB inh = -2.5
O=C(CNCc1ccccc1Cl)Nc1ccc2c(c1)OCCO2 @ Jurkat NFkB inh = -89.7

The listing continues.
mol	APJ agonist	UPR CHOP act	Mdm2 MdmX PPI	697 NFkB inh	tim23-1 inh	APJ antagonist	Jurkat NFkB inh	UPR XBP1 act
CN(CC(=O)N(C)CC(=O)Nc1c(Cl)cccc1Cl)Cc1ccc(Br)s1	-2.5	-0.3	-5.4	8.4	-1.2	15.6	-5.8	-1.2
Cc1cccc(OCc2ccc(C(=O)Nc3cc(C)on3)o2)c1	-1.8	1.0	-2.2	-12.2	-3.0	8.0	7.2	1.9
O=C(NCCN1CCCC1)c1ccc(Cn2c(=S)[nH]c3cc4c(cc3c2=O)OCO4)cc1	-2.0	-2.9	-3.0	12.5	11.0	-21.1	-25.6	-0.2
Cc1cc2ncn(C(=O)c3ccc(F)cc3)c2cc1C	-1.0	1.9	12.5	18.4	16.4	15.4	-2.9	-2.9
CC(C)c1nc(N2CCOCC2)c(C#N)c2c1COC(C)(C)C2	-0.3	1.7	-3.6	-19.8	13.7	6.0	2.4	1.9
NC(N)=NCC(O)CN(c1ccccc1)c1ccccc1 (configuration not stated)	4.6	-1.9	-3.4	19.3	-15.0	31.6	10.3	0.3
COc1ccc(OC)c(C(=O)c2ccc(Cl)cc2)c1	3.1	2.4	9.8	11.0	0.4	10.4	7.2	3.1
CCCN(CCC)S(=O)(=O)c1ccc(N2CCCC2=O)c([N+](=O)[O-])c1	-2.3	2.1	19.5	-41.1	9.5	-15.5	-0.4	2.2
COCCSc1nnc(NC(=O)C2CCCCC2)s1	-3.0	3.2	2.9	-1.5	21.8	-4.9	-14.5	2.0
NS(=O)(=O)c1ccc(NC(=O)CN2CCN(S(=O)(=O)/C=C/c3ccccc3)CC2)cc1	-5.2	3.0	-27.1	-31.8	9.7	-15.6	-1.4	-1.0
Cc1nnc(N/N=C/c2ccccc2F)n1N	-0.4	-0.7	30.4	-5.5	6.9	-4.5	-17.5	-0.1
CCN1CCN(c2nc3ccccn3c(=O)c2/C=C(\C#N)S(=O)(=O)c2ccccc2)CC1	-5.5	-0.2	-25.0	6.6	2.2	-5.9	17.7	-2.5
COc1cccc(CC2(CO)CCCN(Cc3ccc4c(c3)OCCO4)C2)c1 (configuration not stated)	-3.2	0.8	19.2	0.7	-1.5	16.2	4.3	-2.7
Cc1ccc(-c2ccc(=O)n(CC(=O)N3CCN(c4cccc(C)c4)C(C)C3)n2)cc1 (configuration not stated)	-3.4	-0.4	22.2	-44.9	36.6	-7.5	11.9	-1.0
O=C(CSc1ccc(Br)cc1)Nc1ccc(N2CCOCC2)cc1	-3.6	1.6	-8.2	5.6	1.9	-3.0	13.6	-1.5
CC(C)c1cccc(OCCN2CCCC2)c1	-2.9	1.2	3.2	-1.2	-8.5	12.0	0.7	-1.0
CCCCCc1cc(OC)cc2c1C(=O)OC(C)(C)O2	·	1.3	10.7	-12.6	36.5	·	·	1.2
O=C(NC12CC3CC(CC(C3)C1)C2)c1ccc(N2CCNCC2)c([N+](=O)[O-])c1	0.5	-0.2	45.6	-6.0	-3.6	14.4	-1.1	1.5
CN1CCN(c2nc(-c3cccc([N+](=O)[O-])c3)nc3ccccc23)CC1	-1.9	-0.9	18.1	8.6	2.3	-9.0	3.9	0.1
COc1ccc(-c2nc(CS(=O)(=O)CC(=O)NCc3ccccc3Br)c(C)o2)cc1	-3.8	0.1	13.5	-4.9	27.4	-1.8	-16.8	3.9
Cc1ccc2c(c1)CCCN2C(=O)c1ccoc1C	-5.2	-0.9	2.3	-22.7	18.4	1.7	-7.3	-0.6
O=C(NCc1ccc(Cl)cc1)C1CCC(CNS(=O)(=O)c2ccccc2)CC1 (configuration not stated)	-0.9	0.2	6.8	14.5	2.8	3.6	2.8	-2.9
Cc1ccc(NC(=O)c2ccc3c(=O)n4c(nc3c2)CCC4)cc1S(=O)(=O)N(C)C	0.7	0.0	4.6	-0.2	0.0	-0.3	16.6	0.2
CCOc1cc(S(=O)(=O)N2CCN(S(=O)(=O)CC)CC2)c(OCC)cc1-n1cnnn1	-4.6	0.9	24.9	17.1	6.6	-9.8	-12.1	-2.8
Cc1cccc(N2C(=O)C3C4CC(C(Br)C4Br)C3C2=O)n1 (configuration not stated)	-0.6	3.0	2.9	12.4	-1.1	-0.5	-9.7	-0.2
COc1ccc(CNC(=O)CCSCc2ccccc2C)cc1	-3.9	-1.3	8.0	13.7	21.1	1.1	-19.5	-1.1
COc1ccc(Cc2nc(C)cc(Cl)n2)cc1[N+](=O)[O-]	-5.2	2.4	21.6	11.1	-8.5	1.2	-7.7	-1.5
CCN1/C(=C2\OC(=S)N(C)C2=O)C=Cc2ccccc21	-4.4	-0.8	15.6	5.5	-12.4	17.0	-2.1	1.0
O=C(CCCOc1ccccc1)Nc1ccc2c(c1)OCCO2	0.2	8.5	-69.0	-4.0	7.1	-13.1	-36.5	1.0
CN(C)CCN[C@H]1CCC2C3CC=C4C[C@@H](O)CC[C@]4(C)C3CC[C@@]21C (some centres not stated)	2.5	1.4	23.0	-31.2	-18.4	14.4	-48.5	-0.8

From PubChem
